# Assay outcomes as filed in PubChem.
# APJ antagonist: APJ receptor antagonism | hit rate 0.32% among 330,000 | CHO-K1 APJ beta-arrestin complementation, luminescence | P35414 | inhibition, % at 20 µM;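 active = inhibition above about 40% at 20 µM, limit read from the data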;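 note: cells challenged with 10 nM apelin-13 agonist together with compound; plate controls were apelin-13 plus DMSO wells for no effect and DMSO wells lacking apelin-13 for full effect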
# CXCR6 inh: CXCR6 (human) receptor inhibition. CHO-K1 PathHunter CXCR6 beta-arrestin, luminescence. inhibition, % at 20 µM. hit rate 0.36% among 360,000. AID 602244; in the data active = inhibition above about 34%, passing the limit was not always enough;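 note: antagonist mode with CXCL16 agonist at 10 nM final; 0% = 10 nM CXCL16 with DMSO and 100% = unstimulated wells without agonist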
# Target sequence (O00574 whole entry, looked up): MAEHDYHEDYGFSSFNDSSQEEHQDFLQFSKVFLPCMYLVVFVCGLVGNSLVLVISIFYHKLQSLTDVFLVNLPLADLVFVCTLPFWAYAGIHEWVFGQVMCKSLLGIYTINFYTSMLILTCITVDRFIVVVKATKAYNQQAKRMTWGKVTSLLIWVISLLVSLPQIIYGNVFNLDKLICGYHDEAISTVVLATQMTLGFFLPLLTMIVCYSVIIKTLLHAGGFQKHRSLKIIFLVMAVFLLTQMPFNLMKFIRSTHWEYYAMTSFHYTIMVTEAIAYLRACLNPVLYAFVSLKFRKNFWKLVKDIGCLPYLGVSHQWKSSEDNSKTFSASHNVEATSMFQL
# Gli-Sufu antag: blocks Gli-Sufu signaling in a luciferase reporter; Sufu-KO-LIGHT fibroblasts, Gli luciferase reporter luminescence; inhibition, % at 5 µM; hit rate 0.74% among 340,000; AID 588413;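 active = inhibition above about 55%, limit read from the data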;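 note: 0% = DMSO-treated cells and 100% = wells with medium but no cells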
# APJ agonist: APJ receptor agonism; P35414; CHO-K1 APJ PathHunter beta-arrestin, luminescence; 0% DMSO wells, 100% apelin; activation, % at 20 µM; hit rate 0.11% among 330,000;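 active = activation more than six SD over the plate average, tested at 20 µM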;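 note: 0% = DMSO alone and 100% = apelin-13 at 10 nM; some results filed as inactive read as strong as hits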
#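 Test system: CHO-K1 APJ beta-arrestin complementation cell line | Compound: Single test compound dose, 20 µM final, 1% DMSO | Incubation: Compound 90 min 25 °C, reagent 1 h | Measured by: beta-gal luminescence | Read-out basis: APJ–arrestin association signal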
# EBI2 antag: antagonists of human EBI2 receptor | EBI2 beta-arrestin recruitment, luminescence, 7a,25-OHC stimulated | hit rate 0.81% among 360,000 | inhibition, % at 5 µM | AID 651636; in the data active = inhibition above about 38%;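 note: enzyme fragment complementation signal reports receptor beta-arrestin coupling in cells; 0% = agonist plus DMSO wells and 100% = wells without agonist; some results beyond the cut were filed as inactive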
# Target sequence (P32249 whole entry, looked up, the tested form may be a part): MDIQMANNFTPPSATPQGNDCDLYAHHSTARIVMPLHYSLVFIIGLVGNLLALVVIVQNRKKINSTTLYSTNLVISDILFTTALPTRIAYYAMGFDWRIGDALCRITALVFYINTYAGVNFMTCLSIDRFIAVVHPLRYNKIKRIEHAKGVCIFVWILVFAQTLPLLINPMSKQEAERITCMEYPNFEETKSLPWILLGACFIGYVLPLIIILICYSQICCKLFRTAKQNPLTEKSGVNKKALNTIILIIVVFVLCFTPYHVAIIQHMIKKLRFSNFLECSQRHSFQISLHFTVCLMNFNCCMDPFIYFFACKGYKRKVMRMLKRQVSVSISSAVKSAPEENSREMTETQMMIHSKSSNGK
# ATG4B inhibitor: inhibitors of human ATG4B cysteine protease | ATG4B cleavage of LC3-PLA2, NBD-HPC fluorescence, 1 h | hit rate 0.51% among 340,000 | inhibition, % at 8.33 µM | Q9Y4P1; in the data active = inhibition above about 40%
# Target sequence (Q9Y4P1 whole entry, looked up): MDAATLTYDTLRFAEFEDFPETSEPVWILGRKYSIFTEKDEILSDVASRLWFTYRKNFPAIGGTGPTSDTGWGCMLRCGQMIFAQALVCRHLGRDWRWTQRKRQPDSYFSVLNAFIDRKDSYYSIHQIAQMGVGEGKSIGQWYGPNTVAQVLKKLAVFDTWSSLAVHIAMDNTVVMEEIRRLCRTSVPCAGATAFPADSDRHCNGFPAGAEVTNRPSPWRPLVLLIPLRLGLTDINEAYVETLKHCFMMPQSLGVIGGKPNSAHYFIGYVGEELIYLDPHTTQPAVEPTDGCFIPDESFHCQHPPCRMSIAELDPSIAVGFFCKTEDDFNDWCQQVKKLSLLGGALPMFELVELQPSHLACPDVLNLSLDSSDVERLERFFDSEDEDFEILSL
# UBC13 inh: inhibitors of human UBC13 polyubiquitin chain formation; TR-FRET; inhibition, % at 20 µM; hit rate 0.47% among 330,000; in the data active = inhibition above about 45%, passing the limit was not always enough
# CCR6 antag: blocks CCL20-driven beta-arrestin recruitment at human CCR6; hit rate 0.49% among 340,000; P51684; CHO-K1 CCR6 PathHunter beta-arrestin, luminescence, CCL20-stimulated; inhibition, % at 20 µM;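 active = compounds whose inhibition of the agonist-driven luminescence signal at 20 µM reaches about 50%, limit read from the data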;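 note: cells stimulated with CCL20 at 14 nM final; plate controls were DMSO with CCL20 for no effect and DMSO without agonist for full effect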
# Active calls of the source: *; x = no result given.
SMILES,APJ antagonist,CXCR6 inh,Gli-Sufu antag,APJ agonist,EBI2 antag,ATG4B inhibitor,UBC13 inh,CCR6 antag
O=C(c1ccco1)N1CCc2[nH]nc(-c3ccc(Cl)cc3)c2C1,3,7,2,-2,41*,23,-2,6
CC(=O)CCN1CCOCC1,4,4,0,1,-1,-4,7,8
O=C(NC(=S)NNC(=O)[C@H]1C[C@@H]1c1ccccc1)c1ccc(F)cc1,7,-9,-3,4,-8,-5,-26,13
Clc1ccc(Oc2cnns2)cc1Cl,9,6,6,-2,-1,-1,4,13
CNC(=O)CSc1nnnn1-c1ccc2c(c1)OCCO2,4,1,-1,0,-5,2,-11,10
CCC(C)C(NC(=O)C1CCC(C)CC1)C(=O)NCc1cccnc1 (centres undefined),-13,-9,6,6,0,-16,5,1
Cc1cc(C)c2nc(Cl)c(C3NC(=O)c4ccccc4N3)cc2c1 (centres undefined),-9,1,0,-3,-13,4,-2,5
Cc1ccc(OCC(=O)NN=C2C3CC4CC(C3)CC2C4)cc1,15,-5,-4,-3,5,-3,6,6
COc1ccc([N+](=O)[O-])cc1NC(=O)CSc1ncccn1,-8,-1,1,-2,11,2,-2,14
COc1ccc(NC(=O)c2c3c(nc4ccccc24)CCC3)cc1S(=O)(=O)N1CCOCC1,-8,-10,0,-4,-2,-3,-6,21
N=c1c2c3c(sc2ncn1N)CCC3,8,9,6,-4,7,-9,1,1
COc1cc([N+](=O)[O-])ccc1NC(=O)C[n+]1ccccc1C,-15,-4,-2,-4,5,-5,2,-20

# Some of the entries above, reformatted:
O=C(NC(=S)NNC(=O)[C@H]1C[C@@H]1c1ccccc1)c1ccc(F)cc1
  APJ antagonist = 7
  CXCR6 inh = -9
  Gli-Sufu antag = -3
  APJ agonist = 4
  EBI2 antag = -8
  ATG4B inhibitor = -5
  UBC13 inh = -26
  CCR6 antag = 13

O=C(c1ccco1)N1CCc2[nH]nc(-c3ccc(Cl)cc3)c2C1
  APJ antagonist = 3
  CXCR6 inh = 7
  Gli-Sufu antag = 2
  APJ agonist = -2
  EBI2 antag = 41*
  ATG4B inhibitor = 23
  UBC13 inh = -2
  CCR6 antag = 6

CNC(=O)CSc1nnnn1-c1ccc2c(c1)OCCO2
  APJ antagonist = 4
  CXCR6 inh = 1
  Gli-Sufu antag = -1
  APJ agonist = 0
  EBI2 antag = -5
  ATG4B inhibitor = 2
  UBC13 inh = -11
  CCR6 antag = 10

# Continuation:
SMILES,APJ antagonist,CXCR6 inh,Gli-Sufu antag,APJ agonist,EBI2 antag,ATG4B inhibitor,UBC13 inh,CCR6 antag
CC1Cc2ccccc2N1C(=O)CCS(=O)(=O)c1ccc2c(c1)NC(=O)CS2 (centres undefined),25,-7,-3,0,-6,-3,2,-1
CCOc1ccccc1/C=C\c1nc(O)c([N+](=O)[O-])c(=O)[nH]1,17,-10,0,-3,11,18,3,13
Cc1ccc(/C=N/n2c(-c3cccs3)n[nH]c2=S)cc1,0,2,-4,4,5,4,-8,8
COc1ccc(NC(=O)Cn2nnc(C(=O)NCCc3ccc(OC)c(OC)c3)c2N)cc1,-5,5,3,-3,-1,0,-6,-2
Cc1ccc(S(=O)(=O)n2nc(OC(=O)c3ccco3)cc2N)cc1,2,-6,12,0,-3,0,-6,2
CC(=O)Nc1ccc(NC(=O)CCc2nc3sc4c(c3c(=O)[nH]2)CCCC4)cc1,19,3,-5,0,-2,-4,6,-3
CCOC(=O)N1CCC(NC(=O)C2CCN(S(=O)(=O)c3c(C)noc3C)CC2)CC1,-12,3,-6,3,-6,-3,3,-2
CCCCSc1nnc([C@H](CC(C)C)NC(=O)OC(C)(C)C)o1,0,1,4,-3,-2,4,-12,4
CN(CC(=O)NCC1CCCCC1)S(=O)(=O)c1ccc(F)cc1,-4,1,-26,-4,-16,-3,4,3
CCOc1ccccc1CNC(=O)C1Cc2cc(S(=O)(=O)N3CCCCC3)ccc2N1C(C)=O (centres undefined),32,11,-5,-9,9,-2,3,26
O=C(CCN1C(=O)C2CCCCC2C1=O)N1CCN(S(=O)(=O)c2c(F)cccc2F)CC1 (centres undefined),-29,-3,-4,-4,-5,-9,0,1
Cc1ccccc1Nc1nc(N)nc(COC(=O)CCC(=O)c2ccc(F)cc2)n1,7,-10,-9,0,-9,-1,5,19
O=C(COc1ccccc1Cl)c1ccc[nH]1,14,-1,-28,1,-5,-8,0,-1
CCOC(=O)c1ccc(N(C(=O)c2cnccn2)C(C(=O)NC2CCCCC2)c2cn(C)nc2C)cc1 (centres undefined),-4,-9,-2,-2,-4,-6,-2,-2
O=C(O)c1ccc(CSc2nnnn2-c2ccc(F)cc2)cc1,1,21,-5,-4,-5,-8,0,1
COc1cc(C(=O)NCc2nnc(SCC(=O)NCc3ccco3)o2)cc(OC)c1OC,32,6,-5,0,-2,-5,-8,4
CCOC(=O)C1=NN(C(=O)c2ccccc2)C(O)(c2ccc(C)cc2)C1 (centres undefined),-3,8,-17,-3,-3,-4,-26,12
CC(CNC(=O)Cn1ccc(NC(=O)OCc2ccccc2)nc1=O)c1ccccc1 (centres undefined),-2,-1,29,-5,-7,-4,6,5
COC(=O)C1=C(C)NC2=C(C(=O)CC(c3cccs3)C2)C1c1ccsc1 (centres undefined),x,33,-18,x,22,6,x,58*
COc1ccccc1CNC(=O)C1CCC(=O)N1C(C)C (centres undefined),7,-9,13,-1,-5,6,1,4
COc1ccc(CNC(=O)c2cc(C)nn2-c2ccccc2)cc1,-7,-2,-2,-7,-13,4,-2,6
Cc1ccc(C(=O)NCc2ccc3c(c2)CCO3)cc1C,8,6,-25,-6,12,4,6,4
O=C(CCSc1ccccc1)NC(=O)COC(=O)C1CCCCC1,-22,-6,-7,-3,-2,-3,3,10
O=C(/C=C/c1ccccc1)NC(NC(=S)Nc1ccc(Cl)cc1Cl)C(Cl)(Cl)Cl (centres undefined),3,-1,10,1,5,23,-38,-7
CCN(CC)CCCn1c(C)cc2c(c1=O)C(c1ccccc1)C(C#N)=C(N)O2 (centres undefined),-5,3,-13,-3,-1,-11,3,-6
COc1cc(OC)c(C(=O)COc2ncnc3ccccc23)c(OC)c1,-13,-6,14,-6,5,-1,2,-4
CCC(C(=O)NCc1ccc(C)cc1)c1ccccc1 (centres undefined),13,7,1,-4,1,3,-2,12
Cn1cnnc1SCC(=O)OCN1C(=O)c2ccccc2C1=O,-14,-15,-3,2,-16,-7,-4,-19
CC1=C(C)C(OCCBr)N(c2cc(O)c(Cl)cc2F)C1=O (centres undefined),7,-5,10,-4,-5,28,-7,-3
Nc1cc(OC(=O)c2cccs2)nn1S(=O)(=O)c1ccc(F)cc1,-3,-5,-13,0,-11,0,11,-16
Cc1nc2c(ncn2-c2ccccc2)c(=O)n1NC(=O)CN1CCOCC1,4,4,0,-6,-3,-9,-3,12
CC1Sc2ccccc2N(CC(=O)N(C(C)C)C(C)C)C1=O (centres undefined),6,-6,-7,-7,-1,-8,-11,7
O=C(Oc1ccc(Cl)c2cccnc12)N1CCOCC1,0,-6,-1,-1,3,-14,4,-7
O=C(Nc1ccc(Cl)cc1)N(CCCN1CCOCC1)Cc1cccs1,11,7,2,2,1,0,-5,3
COc1cc(NC2c3ccccc3C(=O)N2Cc2ccccc2Cl)cc(OC)c1 (centres undefined),24,-7,0,-1,4,3,-8,10
Nc1ccc(-c2nnn(CC(=O)N3CCCCC3)n2)cc1,0,6,4,-2,-5,3,3,5
COc1ccc(CCNC(=O)COC(=O)C2CC2C)cc1 (centres undefined),-9,5,-2,-1,0,-1,8,1
CCC1COCCS(=O)(=O)N1Cc1ccc(Cl)cc1 (centres undefined),10,8,-3,-1,-4,3,5,6
CCn1cc(S(=O)(=O)CC(=O)Nc2cc(C)ccc2C)c2ccccc21,-5,-2,4,-2,4,-17,-3,-1
O=C(COc1cccc(F)c1)Nc1ccc2[nH]c(=O)[nH]c2c1,12,2,-31,1,11,-10,12,5
Cc1ccc(-n2ncc3c2CCCC3NC(=O)CCc2cnccn2)cc1C (centres undefined),13,-21,-9,-2,1,3,0,0
CC(=O)c1cccc(NC(=O)CSc2ccc(-c3ccccn3)nn2)c1,20,4,-7,1,2,-2,-1,2
CC(=O)N1CCN(C(=O)c2cc(-c3ccc(Cl)s3)nc3ccccc23)CC1,3,-7,12,-2,-2,2,35,1
CCNc1cc(N2CCOCC2)nc(SC)n1,-10,-17,12,-3,-9,4,6,-8
O=c1c2c(n3nnnc3n1Cc1ccccc1)-c1ccccc1CC21CCCC1,2,1,9,-5,19,-8,-6,16
O=C(NCCc1ccccc1)/C(=C\c1ccc([N+](=O)[O-])cc1)NC(=O)c1ccccc1,12,-4,-8,3,-3,-2,-1,9
Cc1ccc(-n2nc(C(=O)NN)c(C)c(C#N)c2=O)cc1Cl,1,3,9,-3,-3,8,-11,14
Cc1cccc(OCC(=O)Nc2ccc(C(=O)NCC(C)C)cc2)c1,-3,-8,3,-1,7,-12,-7,7
Cc1cc(/C=C2\SC(=O)N(CC(=O)Nc3ccccc3F)C2=O)c(C)n1C,-1,12,-4,-1,1,11,-22,1
O=C(NCc1ccccc1Cl)c1cc2ccccc2oc1=O,5,-4,-13,-2,-3,-12,4,1
O=C(NC1CCCC1)C(c1cccs1)N(Cc1ccco1)C(=O)c1csnn1 (centres undefined),6,-2,-4,-3,-4,-14,7,-2
CCc1cc(-c2n[nH]c(C)c2-c2nc3ccccc3n2C)c(O)cc1O,-9,-2,-6,-3,-3,12,26,10
CC(Oc1ccc(Cl)cc1)C(=O)/C=C/N(C)C (centres undefined),15,-4,6,-3,0,2,2,-10
CCOc1ccc(S(=O)(=O)Nc2cccc(C(=O)NCCCN3CCCC3=O)c2)cc1,-1,-4,3,-3,-5,-6,6,1
O=C(O)c1cc(-c2ccc(Br)s2)nc2ccccc12,1,-16,15,-2,3,1,-33,12
COc1ccc(N2CC(O)=C(c3nc4ccccc4s3)C2=N)cc1,5,-4,7,3,-8,6,0,-2
CCCCn1c(N)c(N(CCOC)C(=O)c2ccc(OCc3c(C)noc3C)cc2)c(=O)[nH]c1=O,10,4,-1,-2,-11,-4,-1,4
CCC(C)[C@H](NS(=O)(=O)c1ccc(C)cc1)C(=O)N1CCC(C(=O)N2CCC(C(N)=O)CC2)CC1 (some centres undefined),-4,7,34,0,6,-9,-4,3
C[C@@H]1COC(=O)[C@@H](CC(=O)OC(C)(C)C)C/C=C\C[C@H](CC(=O)NCCO)C(=O)N1,6,1,-4,-2,-12,-13,1,-10
CCOC(=O)c1[nH]c2ccccc2c1NC(=O)c1ccc(S(=O)(=O)N2CCOCC2)cc1,16,2,6,-1,6,11,-5,7
# The results go on.
SMILES,APJ antagonist,CXCR6 inh,Gli-Sufu antag,APJ agonist,EBI2 antag,ATG4B inhibitor,UBC13 inh,CCR6 antag
CC(NC(=O)CN(C)CC(=O)Nc1ccc(F)c(F)c1F)c1ccccc1 (centres undefined),-11,-4,-5,-3,-6,-1,-6,13
COc1ccccc1C1=NOC(Cn2c(=O)c3c(ncn3C)n(C)c2=O)C1 (centres undefined),8,-4,-85,1,-12,-10,0,10
CCn1c(CNC(=O)c2ccccc2F)nnc1SCCOc1ccccc1,-2,1,2,-2,-1,2,-3,7
CC(C)(C)c1ccc(/C=C/C(=O)NCCCN2CCOCC2)cc1,-13,0,12,-3,-16,0,4,-4
CC(Oc1ccccc1)C(=O)N=C1SC2CS(=O)(=O)CC2N1Cc1ccc(F)cc1 (centres undefined),7,15,6,2,2,-9,7,4
COc1ccccc1C(=O)NCCC(=O)NC1=NCCS1,6,3,0,-2,-8,1,3,10
Cc1cccn2c(=O)c3cc(C#N)c(=NC(=O)c4cccs4)n(CC(C)C)c3nc12,14,3,4,2,12,4,11,3
CCc1nc2ccccc2n(CCOCCn2c(=O)c(CC)nc3ccccc32)c1=O,x,2,4,x,-1,-8,x,0
Cc1c(Cl)cnc(NC(=O)COC(=O)c2ccc(S(=O)(=O)NCc3ccco3)cc2)c1Cl,-1,-2,-1,4,-7,-1,4,19
